# Myeloid diff 2 – promotes myeloid progenitor differentiation | ER-HoxA9 myeloid progenitors, lysozyme-GFP differentiation, flow cytometry | calls only at 10 µM | 360,000 compounds, 1% hits;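 active means normalized GFP-positive differentiation at or above the plate's own cutoff, the solvent-only control mean plus 3 SD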;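 further: cells exposed to compound for four days before flow analysis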
# LYP inhibition – inhibitors of LYP phosphatase, biochemical, fluorescence intensity, uHTS (AID 1779). recombinant LYP phosphatase, fluorescence intensity; higher % means a stronger effect. inhibition, % at 11.5 µM; hits with a dose series show IC50 in µM. 290,000 compounds, 0.054% hits;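 further: plate controls were vehicle with enzyme for no effect and no enzyme for full effect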
# ER stress rescue – protection against thapsigargin-triggered cell killing – 384-well, CSM14.1, ATP luminescence, primary screen (AID 1222); cellular ATP content (survival), % at 20 µM, or EC50 in µM where a hit was titrated; 190,000 tested, under 10 active; CSM14.1 thapsigargin-induced death rescue, ATP luminescence; higher % means a stronger effect;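 active means EC50 below 50 µM in the dose-response confirmation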;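 further: death triggered by thapsigargin at about 15 µM added after 2 h compound pretreatment; cell ATP read after overnight thapsigargin exposure of roughly 18 to 22 hours; normalized against plate controls of thapsigargin alone and 5% DMSO vehicle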
# TNAP activation fold – stimulation of alkaline phosphatase TNAP activity – biochemical, luminescent, no phosphate acceptor, uHTS, primary screen (AID 1001). purified TNAP, luminescent activation assay, no phosphate acceptor; higher activation fold means a stronger effect. activation fold at 20 µM, or EC50 in µM where a hit was titrated. 200,000 compounds, 0.03% hits; in the data active means activation fold from about 3, or a potency from the dose series; inactive means the rest, 99 in 100 with activation fold below about 1.6; further: many of its hits are not listed in these tables
# human PMI inhibition – MPI enzyme activity inhibition – biochemical, fluorescence intensity, coupled assay, primary screen (AID 1209). inhibition, % at 20 µM, or IC50 in µM where a hit was titrated. 190,000 compounds, 0.42% hits. purified PMI enzyme, coupled fluorescence intensity; higher % means a stronger effect;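 further: plate controls were DMSO vehicle for no effect and wells lacking substrate for full effect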
# human PMI inhibitors – human PMI inhibitors, high substrate, primary screen, biochemical, fluorescence intensity, high mannose 6-phosphate (AID 1220). recombinant PMI enzyme, coupled fluorescence intensity; higher % means a stronger effect. one-dose inhibition, % at 20 µM; IC50 in µM for titrated hits. 190,000 compounds, 0.66% hits
# XIAP antagonists – XIAP antagonists, biochemical, IAP family, fluorescence polarization (AID 1018); XIAP BIR domain, fluorescence polarization peptide displacement; higher % means a stronger effect; 200,000 compounds, 0.007% hits; displacement, % at 20 µM; hits with a dose series show IC50 in µM; in the data active means displacement above about 50%; further: a part of the inactive calls stands beside numbers as strong as those of hits
# M17LAP inhibition – P. falciparum M17LAP inhibitors, primary screen, biochemical, fluorogenic H-Leu-NHMec substrate, 1536-well (AID 1619). recombinant M17LAP, H-Leu-NHMec fluorogenic kinetic assay; higher % means a stronger effect. one-dose inhibition, % at 30 µM; IC50 in µM for titrated hits. 220,000 compounds, 0.38% hits;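 active means compound inhibiting the enzyme by more than half at any dose during confirmatory dose-response retesting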;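 further: plate controls were full reaction with DMSO carrier for no effect and no enzyme background for full effect; strong numbers were not always called active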
# P. falciparum M1AAP – P. falciparum M1AAP inhibitors, biochemical, fluorogenic H-Leu-NHMec substrate, 1536-well (AID 1445) | recombinant M1AAP, H-Leu-NHMec fluorogenic kinetic assay; higher % means a stronger effect | one-dose inhibition, % at 30 µM; IC50 in µM for titrated hits | 220,000 compounds, 0.42% hits;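 active means primary inhibition above the hit cutoff, then over 50% inhibition at one or more dose response concentrations, cut at about 23% in these data, passing the limit was not always enough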;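 further: plate controls were DMSO full reaction for no effect and no enzyme background for full effect; strong numbers were not always called active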
# Myeloid diff 2 GFP+ MAC1+ % – further read-out of Myeloid diff 2, marked with its call; GFP+ MAC1+ double positive, %; measured here: differentiation confirmed by MAC1 staining
# * = called active by the depositor; i = inactive; . = not tested or not shown. Unless noted, no stated cut-off is given here; in the data, active means inhibition above about 50%; inactive means the rest.
SMILES,Myeloid diff 2,Myeloid diff 2 GFP+ MAC1+ %,LYP inhibition,ER stress rescue,TNAP activation fold,human PMI inhibition,human PMI inhibitors,XIAP antagonists,M17LAP inhibition,P. falciparum M1AAP
COc1ccc(S(=O)(=O)N2CCN(Cc3c[nH]c4ccccc34)CC2)cc1,i,1.3,-6.6%,1.0%,1.1,5.0%,-1.1%,-1.1%,-7.1%,1.8%
CCn1c(CN2CCCCCC2=O)nnc1SCc1cnc(-c2ccccc2)s1,i,0.8,-5.6%,-1.0%,0.9,-24.5%,-16.2%,-2.6%,0.3%,-2.4%
COC(=O)C1=C(C)NC(=S)N(C(C)=O)C1c1ccccc1 (stereo not drawn),i,1.7,-2.8%,6.4%,1.1,-5.4%,-7.0%,0.1%,10.6%,6.9%
CC1Oc2ccccc2N(CC(=O)NCc2ccccc2)C1=O (stereo not drawn),i,1.3,-3.4%,-1.0%,1,0.4%,-1.3%,-2.4%,9.2%,0.2%
CC(/C=C/c1cccc([N+](=O)[O-])c1)=N/NC(=O)c1cccnc1,i,0.5,3.1%,0.3%,2.2,0.0%,-0.9%,1.1%,25.6%,-6.4%
CCOC(=O)c1c2n(c3c(NCc4ccccc4)ncnc13)CCCC2,i,0.0,-11.9%,3.1%,1.2,6.4%,1.6%,2.7%,14.3%,-1.2%
CCOC(=O)Cn1nc(C)c(NC(=O)COc2ccc(C)c(C)c2)c1C,i,0.1,1.4%,.,.,.,.,.,-8.8%,3.7%
O=C(CSc1nnc(COc2ccc3c(c2)CCCC3)o1)Nc1ccc(F)cc1,i,7.9,-6.2%,0.5%,1.1,4.7%,0.3%,-5.0%,7.6%,-0.1%
Cc1ccc(C)c(S(=O)(=O)NC(Cc2c[nH]c3ccccc23)C(=O)O)c1 (stereo not drawn),i,0.2,2.1%,-0.8%,1.1,-0.6%,1.6%,-6.3%,20.4%,4.9%
O=C(O)COc1ccccc1/C=N/NC(=O)CNC(=O)c1ccc(F)cc1,i,0.5,-1.7%,.,.,.,.,.,22.6%,9.7%
COc1ccc(-c2[nH]ncc2CNC(C)c2cn(C)nc2C)c(F)c1 (stereo not drawn),i,0.2,-3.9%,-1.1%,0.3,13.4%,12.5%,-3.7%,0.1%,0.3%
Cc1cccc(NNC(=O)C(=O)NNc2cccc(C)c2)c1,i,0.8,-6.4%,.,.,.,.,.,4.2%,-0.2%
Brc1ccc2nc(N3CCCC3)sc2c1,i,0.3,-5.5%,0.0%,1,6.9%,6.6%,-1.3%,-1.6%,4.9%
COCCNC(=S)Nc1cccc2cnccc12,i,0.3,-4.3%,-2.8%,1.2,17.7%,48.0%,-6.6%,-5.1%,0.9%
CN1CCc2[nH]c3ccc(C(=O)NN)cc3c2C1,i,5.8,-1.7%,0.5%,1,-7.1%,-6.4%,-3.9%,2.6%,7.3%
NNC(=O)C1CCCN1S(=O)(=O)c1ccc(Cl)cc1 (stereo not drawn),i,0.5,-4.7%,0.2%,1,2.4%,-0.6%,-6.0%,-12.1%,0.9%
CCSc1nnc(NC(=O)c2cc(-c3ccccc3O)n[nH]2)s1,i,0.5,-3.3%,.,.,.,.,.,10.0%,-2.8%
CS(=O)CSc1nc2c(cc1C#N)CCCC2 (stereo not drawn),i,1.9,-10.4%,1.1%,1.1,-17.1%,-27.7%,-7.6%,1.5%,-3.0%
NS(=O)(=O)c1ccc(NC(=O)COC(=O)CNC(=O)C23CC4CC(CC(C4)C2)C3)cc1,i,1.4,-0.8%,-0.4%,1,-8.0%,-7.1%,-15.6%,-4.4%,1.6%
CC(CN1CCN(C)CC1)OC(=O)c1ccc(Cl)cc1Cl (stereo not drawn),i,0.9,-7.7%,-1.8%,1.1,-8.0%,-27.1%,-11.4%,8.6%,-4.4%
CCc1c(C(=O)Nc2nnc(C3CC3)s2)csc1C,i,1.1,2.2%,2.5%,1,12.0%,5.6%,-3.8%,-2.9%,4.0%
O=C(Cn1ccc(C(F)(F)F)n1)N/N=C/c1cccs1,i,0.5,-11.1%,-2.5%,1.1,-4.5%,0.4%,-3.1%,3.1%,5.1%
NNC(=O)c1ccc(CSc2nc3ccccc3[nH]2)cc1,i,2.6,-5.3%,0.5%,1.1,-7.2%,-5.2%,-2.5%,9.8%,0.6%
CC[n+]1c(C)n(-c2ccccc2)c2ccc(NC(C)=O)cc21,i,0.0,-8.7%,0.5%,1,.,-3.4%,-6.6%,-13.1%,9.5%
c1cnc(NCCNc2ncccn2)nc1,i,1.2,4.3%,-2.5%,1.1,8.2%,10.3%,-7.3%,2.6%,1.5%
O=C(NC1CCCCC1)c1cc(C2CC2)on1,i,0.4,-4.1%,.,.,.,.,.,-15.6%,3.3%
CC(C)CCN1CCN(Cc2ccc(C#CCCO)cc2)CC1CCO (stereo not drawn),i,0.9,-4.8%,-0.7%,1.1,13.8%,7.3%,-4.6%,-4.3%,-17.1%
Cc1ccccc1-n1c(SCC(=O)N2CCN(c3ccccc3)CC2)nnc1-c1ccncc1,i,0.6,1.3%,-0.1%,1,-3.6%,2.8%,-7.9%,-2.4%,2.2%
COc1ccccc1CNC(=O)c1cc(-c2cccnc2)nc2ccccc12,i,1.2,-2.4%,.,1,-11.5%,-8.9%,-8.8%,14.9%,5.7%
CCCCC(CCC(=O)Nc1ccccc1C(=O)OCC)C(=O)O (stereo not drawn),i,0.5,-2.1%,3.4%,1,3.3%,2.8%,-6.1%,33.6%,0.9%
CC(C(=O)N1CCN(C)CC1)N1C(=O)c2ccccc2C1=O (stereo not drawn),i,6.2,-5.1%,3.9%,1.1,5.8%,-4.6%,-7.0%,-7.6%,7.2%
CCOC(=O)c1sc2nc(N3CCOCC3)c3c(c2c1N)CCC3,i,0.2,-19.8%,1.4%,1.1,0.3%,-6.7%,-1.6%,-12.7%,9.0%
O=C(Cc1ccccc1)Nc1ccc(NC(=O)c2cccc(Cl)c2)cc1,i,0.6,-0.7%,-2.0%,1.1,2.6%,-7.5%,-4.3%,-5.8%,5.2%
O=C(NCc1ccccc1)C(=O)NCC1OCCN1S(=O)(=O)c1cccs1 (stereo not drawn),i,1.4,-5.3%,-2.9%,1,7.4%,8.4%,-7.1%,1.4%,2.1%
COc1ccc(OC)c(C2C(C(C)=O)=C(O)C(=O)N2c2ccc(F)cc2)c1 (stereo not drawn),i,0.8,-5.7%,-0.1%,1,-8.0%,-2.8%,-5.6%,14.7%,4.0%
COc1ccc(NC(=O)c2ccc([N+](=O)[O-])s2)c([N+](=O)[O-])c1,i,9.4,-6.8%,-1.0%,1,1.2%,0.8%,-0.4%,-2.0%,-0.9%
Cc1sc(NC(=O)C2CCCCC2)c(C#N)c1-c1ccccc1,i,1.1,21.5%,-0.9%,1.1,-8.5%,4.3%,-7.0%,5.3%,-3.6%
Cc1cc([N+](=O)[O-])nn1Cc1ccc(C(=O)N/N=C/c2ccccc2)cc1,i,0.5,-1.9%,0.0%,1.1,12.4%,6.4%,-2.6%,-1.3%,2.5%
CCOc1nc(-c2ccc(C)cc2)ccc1-c1noc(COC)n1,i,0.8,-5.8%,-2.8%,1.1,23.5%,11.9%,-1.8%,-1.4%,3.0%
COc1cccc(CNC(=O)C2CCCN(S(=O)(=O)c3c(C)n[nH]c3C)C2)c1 (stereo not drawn),i,2.7,-0.9%,-0.6%,0.6,-0.8%,-0.6%,-4.9%,-7.2%,1.7%
O=C(N/N=C/C=C/c1ccc([N+](=O)[O-])cc1)c1cccs1,i,0.6,0.1%,0.3%,1,3.1%,6.8%,-4.7%,-6.6%,1.1%
CC(C)(C)C(=O)NC(=S)Nc1ccc(S(=O)(=O)Nc2nccs2)cc1,i,0.3,-9.7%,-0.3%,0.9,-8.6%,-13.8%,-7.3%,1.3%,8.4%
Cc1ccc2c(c1)nnc1nnc(SCC(=O)O)n12,i,0.2,-3.4%,.,.,.,.,.,2.0%,10.5%
COc1ccc(NS(=O)(=O)c2ccc(NC(C)=O)cc2)c(OC)c1,i,0.0,-4.2%,0.2%,1.2,12.8%,2.6%,-4.9%,5.6%,4.0%
CCCC(=O)n1nc(-c2ccc(C)cc2)nc1NCc1ccco1,i,0.2,4.1%,2.1%,0.7,14.3%,12.3%,-3.7%,3.3%,6.2%
O=C1NN=C(c2ccc(Cl)cc2)CC1c1cccc(Br)c1 (stereo not drawn),i,0.3,-1.5%,-1.2%,1.1,1.8%,-0.6%,-3.6%,4.3%,4.1%
CCCCCCC12CCC(C(=O)O)(CC1)CC2,.,.,-3.5%,-1.6%,1.1,14.8%,11.0%,-4.0%,9.9%,-1.8%
Cc1nc(SCc2ccc(F)cc2)c([N+](=O)[O-])[nH]1,i,0.3,11.3%,-1.5%,0.9,-3.0%,0.6%,-0.5%,-262.3%,6.9%

# In the list so far, eight have an aryl thioether with sulfur outside any ring:
SMILES,Myeloid diff 2,Myeloid diff 2 GFP+ MAC1+ %,LYP inhibition,ER stress rescue,TNAP activation fold,human PMI inhibition,human PMI inhibitors,XIAP antagonists,M17LAP inhibition,P. falciparum M1AAP
CCn1c(CN2CCCCCC2=O)nnc1SCc1cnc(-c2ccccc2)s1,i,0.8,-5.6%,-1.0%,0.9,-24.5%,-16.2%,-2.6%,0.3%,-2.4%
O=C(CSc1nnc(COc2ccc3c(c2)CCCC3)o1)Nc1ccc(F)cc1,i,7.9,-6.2%,0.5%,1.1,4.7%,0.3%,-5.0%,7.6%,-0.1%
CCSc1nnc(NC(=O)c2cc(-c3ccccc3O)n[nH]2)s1,i,0.5,-3.3%,.,.,.,.,.,10.0%,-2.8%
CS(=O)CSc1nc2c(cc1C#N)CCCC2 (stereo not drawn),i,1.9,-10.4%,1.1%,1.1,-17.1%,-27.7%,-7.6%,1.5%,-3.0%
NNC(=O)c1ccc(CSc2nc3ccccc3[nH]2)cc1,i,2.6,-5.3%,0.5%,1.1,-7.2%,-5.2%,-2.5%,9.8%,0.6%
Cc1ccccc1-n1c(SCC(=O)N2CCN(c3ccccc3)CC2)nnc1-c1ccncc1,i,0.6,1.3%,-0.1%,1,-3.6%,2.8%,-7.9%,-2.4%,2.2%
Cc1ccc2c(c1)nnc1nnc(SCC(=O)O)n12,i,0.2,-3.4%,.,.,.,.,.,2.0%,10.5%
Cc1nc(SCc2ccc(F)cc2)c([N+](=O)[O-])[nH]1,i,0.3,11.3%,-1.5%,0.9,-3.0%,0.6%,-0.5%,-262.3%,6.9%

# Screening data as filed in PubChem.
